Nrf2 activator = activators of Nrf2 (ARE) signaling. AREc32 ARE-luciferase reporter (MCF7-derived line), luminescence, 24 h. Potency, µM (series often up to 46.1 µM), without a hit: at the highest dose activation, hits mostly activators. 410,000 tested, 0.31% active; also: potency is read from the fitted curve at half-maximal effect; % of control where 0% means no effect; nearly all actives have a fitted effect of over 65% in size
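Luminescent ARE reporter assay in AREc32_Fluc cells: overnight plating at 37 deg C, 24 hr compound incubation, Steady-Glo added, 30 min RT before reading.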
A549 viability = A549 cytotoxicity, counter-screen for Nrf2 inhibitors; A549 ARE-Fluc cells, CellTiter-Fluor viability, 18-24 h; Potency, µM (doses to about 46 µM), without a hit: at the top dose activity change, negative = cytotoxicity, hits mostly inhibitors; 390,000 tested, 0.16% active; also: potency is read from the fitted curve at half-maximal effect; % is scaled to controls: 0 for no effect and ±100 for the full control effect
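A549 ARE_Fluc cells in 5% FBS OPTI-MEM were exposed to compounds in concentration-response for 18-24 h at 37 deg C. Viability was read by CellTiter-Fluor fluorescence (Ex 405/Em 525) after 30 min, before the luciferase read.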
TGFb SMAD3 inh = TGF-b pathway inhibition; HepG2 CAGA-GFP TGF-b/SMAD3 reporter, GFP fluorescence, 18 h; TGF-beta stimulated, 500 pg/mL final; Potency, µM (top dose mostly 46.1 µM), for the others: at the highest dose activity, negative = inhibition, hits mostly inhibitors; 410,000 tested, 1.2% active; also: potency is read from the fitted curve at half-maximal effect; % is scaled to controls: 0 for no effect and ±100 for the full control effect; nearly all actives have a fitted effect of over 65% in size
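Cell-based qHTS in HEPG2 carrying a CAGA-GFP Smad reporter; compounds added before 500 pg/mL final TGF-beta, 18 h incubation at 37 degrees C, GFP fluorescence quantified per cell by imaging cytometry.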
ATXN2 expr inh = ATXN2 expression inhibition. Potency, µM (top dose mostly 57 µM), inactives show at the highest dose activity change, negative = inhibition, hits mostly inhibitors. HEK-293 ATXN2-luciferase reporter, luminescence, 24 h. AID 1745845. 360,000 tested, 0.72% active; also: potency is read from the fitted curve at half-maximal effect; % is scaled to controls: 0 for no effect and ±100 for the full control effect; nearly all actives have a fitted effect of over 55% in size
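ATXN2-luciferase reporter cells (luciferase flanked by upstream and downstream ATXN2 gene portions) were treated 24 h at 37 °C with compounds at up to 57 uM. SteadyGlo luminescence gave expression; GF-AFC fluorescence gave viability.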
HepG2 viability = kills HepG2 cells in TGF-b inhibitor counter-screen; HepG2 CAGA-GFP viability, ATP luminescence, 18 h; Potency, µM (doses to about 46.1 µM), without a hit: at the top dose activity change, negative = cytotoxicity, usual class: cytotoxic; 410,000 tested, 0.76% active; also: potency is read from the fitted curve at half-maximal effect; some results filed as inactive show a strong effect at the top dose
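HepG2 CAGA-GFP cells (1000/well, DMEM with 1% FBS) received compound, then TGF-beta at 500 pg/mL final, and were incubated 18 hours at 37 degrees C. Viability was read by CellTiter-Glo luminescence. Media-only wells were set as complete cell-killing and DMSO as no toxicity.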
IL-1B inflam inh = blocks inflammasome-driven IL-1 beta release; THP-1 LPS/ATP IL-1B secretion, AlphaLISA, 16 h; active compounds read low; activity change, % at 57.5 µM; 360,000 tested, 4.7% active; AID 743279; in the data active = activity change below about -50%; inconclusive = mostly about -30% to -49%; also: % is scaled to controls: 0 for no effect and ±100 for the full control effect
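THP-1 cells pretreated 1 hr with compounds (up to 57.5 uM final), then stimulated with LPS (250 ng/mL final) plus ATP (1.25 mM final); secreted IL-1B measured by AlphaLISA after 16 hr, decreased signal indicating inhibition.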
S2 tox = cell viability loss in ATXN counter-screen; S2 cells (HEK-293 line with an ATXN2-luciferase reporter) viability, CellTiter-Fluor protease fluorescence, 24 h; Potency, µM (highest dose often 56.7 µM), most hits filed as cytotoxic; 400,000 tested, 0.49% active; also: potency is read from the fitted curve at half-maximal effect; nearly all actives have a fitted effect of over 40% in size
Nrf2 inh = inhibitors of Nrf2 signaling; 360,000 tested, 2.1% active; Potency, µM (top dose mostly 46 µM), inactives show top-dose activity change, negative = inhibition, usual class: inhibitors; A549 ARE-Fluc reporter, luciferase luminescence, 18-24 h; AID 504444; also: potency is read from the fitted curve at half-maximal effect; % is scaled to controls: 0 for no effect and ±100 for the full control effect; nearly all actives have a fitted effect of over 60% in size
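A549 ARE_Fluc cells (5000/well, 5% FBS OPTI-MEM) pre-incubated 2 h, then treated with compounds 18-24 h at 37C/5% CO2 in concentration-response. CellTiter-Fluor viability read first; BugLite luciferase luminescence after 15 min at room temperature gives Nrf2 activity.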
MCF10A rereplic = inducers of DNA re-replication in MCF 10A breast cells | MCF 10A DNA re-replication, Hoechst nuclear intensity, 48 h | Potency, µM (top dose mostly 46.1 µM), without a hit: top-dose activity, positive = re-replication, most hits filed as activators | 350,000 tested, 2.9% active | AID 624296; also: potency is read from the fitted curve at half-maximal effect; % of control where 0% means no effect; nearly all actives have a fitted effect of over 50% in size
* marks the source's active call; other numbers are inactive results; i = inactive; ? = inconclusive; · = no result given; [ ] = another dose, or the depositor's remark. Unless noted, calls follow the shape of the dose curve; as a rule, active = well fitted curve in the direction sought with a large enough effect; inconclusive = small, poorly fitted or top-dose-only effect, or another doubt; inactive = no such curve, though single readings can be large; an effect the other way counts as inactive or inconclusive. Not a hit list, and some 8.8% of all compounds hit somewhere here.

The line under a structure holds: Nrf2 activator	A549 viability	TGFb SMAD3 inh	ATXN2 expr inh	HepG2 viability	IL-1B inflam inh	S2 tox	Nrf2 inh	MCF10A rereplic
Cc1nn(-c2ccccc2)c(C)c1/C=N/NC(=O)CSc1nc2ccccc2c(=O)n1-c1ccc(Br)cc1
→ -0.2%	18.4µM*	?	?	-40.6%	20.5	·	25.9µM*	12.6µM*
CCOC(=O)N1CCN(Cc2nc(-c3ccc(C)cc3)no2)CC1
→ -0.7%	-5.3%	-15.5%	-1.3%	-17.1%	-1.9	i	5.3%	-3.3%
CCOCCCNC(=O)CN1CCN(c2ccc(F)cc2)CC1
→ -0.5%	0.9%	9.1%	-4.6%	-6.8%	8.9	i	12.5%	0.5%
CSCCC(NC(=O)C1CCCC1)c1nnc2ccccn12 (stereo not given)
→ 0.2%	-0.1%	9.0%	·	9.8%	6.4	·	1.2%	-2.8%
O=C1NCC(COc2ccc(Cl)cc2)O1 (stereo not given)
→ -0.7%	0.1%	-0.1%	-0.6%	0.8%	0.0	i	?	2.3%
O=C(O)c1ccccc1NC(c1ccccc1)c1ccc2cccnc2c1O (stereo not given)
→ 13.6%	-17.9%	8.91µM*	?	-19.6%	27.0	?	?	?
C=CCC1(O)C(=O)N2C(=C1C(=O)OCC)c1ccc3ccccc3c1CC2(C)C (stereo not given)
→ 6.9%	5.9%	2.0%	-16.2%	-30.4%	?	?	-5.0%	5.3%
CCC(=O)N1CCc2cc(CNC(=O)c3ccc(F)cc3)ccc21
→ 4.3%	2.4%	15.0%	·	-37.0%	·	·	·	·
COc1c(Cl)cc(Cl)cc1C(=O)Nc1ccc(NC(=O)c2cccs2)cc1
→ -1.1%	-15.4%	-8.0%	?	-47.5%	-19.7	?	10.3µM*	1.2%
Cc1ccc(Nc2nc(NCc3ccco3)nc3nccnc23)cc1
→ ·	4.7%	10.1%	·	-1.1%	·	·	0.6%	·
CC1(C(=O)NS(=O)(=O)C2CC2)CCCN(C(=O)c2cccs2)C1 (stereo not given)
→ -1.3%	·	6.4%	6.3%	-4.0%	37.0	i	·	·
CCOc1ccc2nc(SCC(=O)N3c4ccccc4Sc4ccccc43)sc2c1
→ 0.3%	3.3%	0.0%	12.1%	-3.1%	19.0	i	1.6%	9.8%
NC(=O)CC(NC(=O)c1cccc(Br)c1)c1ccc(N2CCN(c3ccccn3)CC2)c([N+](=O)[O-])c1 (stereo not given)
→ -0.2%	-8.0%	-21.0%	-11.2%	-11.4%	11.6	i	-28.4%	-4.4%
CCOCc1nnc(NC(=O)C2CCN(C(=O)c3ccco3)CC2)s1
→ -0.6%	6.5%	4.9%	1.9%	-12.4%	2.3	i	-17.0%	-5.1%
Cn1c(=O)c(C(=O)NCc2ccccc2)c(O)c2ccccc21
→ 0.2%	0.2%	-9.9%	26.6%	13.6%	14.5	i	4.0%	5.6%

Sorted by molar mass (falling): part of the list above
The line under a structure holds: Nrf2 activator	A549 viability	TGFb SMAD3 inh	ATXN2 expr inh	HepG2 viability	IL-1B inflam inh	S2 tox	Nrf2 inh	MCF10A rereplic
COc1c(Cl)cc(Cl)cc1C(=O)Nc1ccc(NC(=O)c2cccs2)cc1
→ -1.1%	-15.4%	-8.0%	?	-47.5%	-19.7	?	10.3µM*	1.2%
CCOCc1nnc(NC(=O)C2CCN(C(=O)c3ccco3)CC2)s1
→ -0.6%	6.5%	4.9%	1.9%	-12.4%	2.3	i	-17.0%	-5.1%
CCOC(=O)N1CCN(Cc2nc(-c3ccc(C)cc3)no2)CC1
→ -0.7%	-5.3%	-15.5%	-1.3%	-17.1%	-1.9	i	5.3%	-3.3%

(cont.)
canonical_smiles,Nrf2 activator,A549 viability,TGFb SMAD3 inh,ATXN2 expr inh,HepG2 viability,IL-1B inflam inh,S2 tox,Nrf2 inh,MCF10A rereplic
COc1ccc(/C=C2\NC(=S)N(CC3CCCO3)C2=O)c(OC)c1C (stereo not given),0.7%,-23.3%,-1.1%,6.0%,-4.2%,?,i,-29.1%,1.6%
COc1ccccc1NS(=O)(=O)c1cc(N/C(=N/S(=O)(=O)c2ccccc2)c2ccc(F)cc2)ccc1Cl,-0.6%,·,1.5%,·,-11.2%,?,i,·,·
CC1Cc2ccccc2N1CC(=O)NCc1ccc2c(c1)OCO2 (stereo not given),-0.3%[9.22 µM],18.6%,-26.2%,-2.4%,-13.0%,0.0,i,7.6%,1.2%
Cc1ccc2nc(-c3ccco3)c(Cc3ccccc3)n2c1,11.2%,·,?,4.2%,-15.2%,1.5,?,·,·
COc1ccc(S(=O)(=O)Nc2ccc(NC(C)=O)cc2)cc1OC,-0.5%,4.6%,-8.1%,16.0%,-1.0%,13.2,i,-2.5%,145.9%
CCCCN(CC)C(=O)CSc1nc2c(sc3ccccc32)c(=O)n1CCc1ccccc1,0.6%,-8.0%,17.8%,6.7%,-24.0%,·,i,·,·
O=[N+]([O-])c1c(NCCO)cc(N2CCC3(CC2)OCCO3)c2nonc12,0.5%,9.2µM*,-15.5%,0.8%,-0.3%,-2.3,i,-17.8%,5.9%
CC(C)(C)C1=NN(c2ccc([N+](=O)[O-])cc2)C(c2ccccc2)C1 (stereo not given),-0.4%,-18.8%,-13.0%,-7.3%,-18.7%,3.0,i,27.1%,19.4%

Limited to Nrf2 activator (4 entries from above):
Structure	Nrf2 activator
CC1Cc2ccccc2N1CC(=O)NCc1ccc2c(c1)OCO2 (stereo not given)	-0.3%[9.22 µM]
O=[N+]([O-])c1c(NCCO)cc(N2CCC3(CC2)OCCO3)c2nonc12	0.5%
Cc1ccc2nc(-c3ccco3)c(Cc3ccccc3)n2c1	11.2%
COc1ccc(S(=O)(=O)Nc2ccc(NC(C)=O)cc2)cc1OC	-0.5%

Screening data: PubChem, National Center for Advancing Translational Sciences (NCATS)
